Screens from PubChem.
NOD2 inhibition = NOD2 signaling inhibitors, cell-based, luminescence, uHTS, HEK293 (AID 1566); 290,000 compounds, 0.63% hits; one-dose inhibition, % at 4 µM; EC50 in µM for titrated hits; HEK293 NOD2/NF-kB luciferase reporter, luminescence; higher % means a stronger effect; note: many of its hits are not listed in these tables
P. falciparum M1AAP = P. falciparum M1AAP inhibitors, biochemical, fluorogenic H-Leu-NHMec substrate, 1536-well (AID 1445); Aminopeptidase N (Plasmodium falciparum (isolate 3D7)); recombinant M1AAP, H-Leu-NHMec fluorogenic kinetic assay; higher % means a stronger effect; inhibition, % at 30 µM; hits with a dose series show IC50 in µM; 220,000 compounds, 0.42% hits;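 active = primary inhibition above the hit cutoff, then over 50% inhibition at one or more dose response concentrations, cut at about 23% in these data, passing the limit was not always enough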;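 note: plate controls were DMSO full reaction for no effect and no enzyme background for full effect; strong numbers were not always called active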
NOD1 NF-kB reporter = NOD1 signaling inhibitors, primary screen, cell-based, luminescence, uHTS (AID 1578) | NOD1-driven NF-kB luciferase reporter cells, luminescence; higher % means a stronger effect | one-dose inhibition, % at 4 µM; EC50 in µM for titrated hits | 290,000 compounds, 1% hits; in the data active = inhibition mostly above about 36%, no sharp cut-off; inactive = mostly below about 34%;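 note: HEK-293T reporter cells stimulated with the NOD1 agonist gamma-tri-DAP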
GPR55 beta-arrestin = GPR55 agonists via beta-arrestin recruitment, primary screen, imaging, U2OS cells, beta-arrestin-GFP redistribution (AID 1961). G-protein coupled receptor 55 (Homo sapiens). U2OS GPR55 beta-arrestin-GFP redistribution imaging; higher % means a stronger effect. activation, % at 10 µM, or EC50 in µM where a hit was titrated. 290,000 compounds, 0.048% hits;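 active = activation above 40% with more than 50 cells counted in the well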;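 note: U2OS osteosarcoma cells stably expressing GPR55 and beta-arrestin-GFP; plate controls were DMSO negative control for no effect and LPI positive control for full effect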
Dynein cargo inh = inhibitors of GR-EGFP nuclear translocation, primary screen, dynein cargo transport inhibitor project, imaging, high-content, 3617.4 mouse cells; AID 1381, 2008; test concentration mostly 20 µM; stimulated with dexamethasone, 1 µM; stronger effect = lower value; z-score, hits read low; 220,000 compounds, 0.47% hits;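 active = plate z-score of nuclear minus cytoplasmic receptor signal below a set negative limit, without overly bright fluorescence or cell loss, cut at about -3.5 in these data, passing the limit was not always enough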;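 note: z-score of nuclear minus cytoplasmic ring GR-EGFP intensity difference per well; some compounds called inactive have numbers as strong as hits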
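Buffer or medium: tet-free medium with charcoal-stripped serum / Also added: dexamethasone agonist, 1.0 µM final, for 30 min / Timing: induction 48 h, compound 1 h, agonist 30 min / Measured by: high-content fluorescence imaging after fixation / Read-out: nuclear-to-cytoplasmic GR-EGFP distribution per well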
AID2073 = inhibitors of Mint1-CaV2.2 protein interaction, biochemical, HTRF (AID 2073); HTRF protein-protein interaction, Mint1-CaV2.2; higher % means a stronger effect; inhibition, % at 20 µM, or IC50 in µM where a hit was titrated; 290,000 compounds, 0.19% hits; Voltage-dependent N-type calcium channel subunit alpha-1B (Homo sapiens); in the data active = inhibition mostly above about 51%, no sharp cut-off; note: some results filed as inactive read as strong as hits
KOR beta-arrestin-1 = KOR agonists, beta-arrestin recruitment, primary screen, cell-based, luminescence, uHTS (AID 1777). 280,000 compounds, 0.02% hits. KOR beta-arrestin recruitment, luminescence; higher % means a stronger effect. Kappa-type opioid receptor (Homo sapiens). activation, % at 10 µM; hits with a dose series show EC50 in µM; in the data active = activation above about 50%, passing the limit was not always enough; note: a part of the inactive calls stands beside numbers as strong as those of hits
KOR beta-arrestin-2 = KOR antagonists, beta-arrestin recruitment, cell-based, luminescence, uHTS (AID 1778); Kappa-type opioid receptor (Homo sapiens); one-dose inhibition, % at 10 µM; IC50 in µM for titrated hits; KOR beta-arrestin recruitment, luminescence, antagonist mode; higher % means a stronger effect; 290,000 compounds, 0.091% hits; note: strong numbers were not always called active
M17LAP inhibition = P. falciparum M17LAP inhibitors, primary screen, biochemical, fluorogenic H-Leu-NHMec substrate, 1536-well (AID 1619). inhibition, % at 30 µM; hits with a dose series show IC50 in µM. 220,000 compounds, 0.38% hits. Leucine aminopeptidase (Plasmodium falciparum (isolate 3D7)). recombinant M17LAP, H-Leu-NHMec fluorogenic kinetic assay; higher % means a stronger effect;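 active = compound inhibiting the enzyme by more than half at any dose during confirmatory dose-response retesting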;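 note: plate controls were full reaction with DMSO carrier for no effect and no enzyme background for full effect; strong numbers were not always called active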
Dynein cargo inh cytoplasmic EGFP = recorded beside Dynein cargo inh, whose call it bears; z-score; measured here: cytoplasmic GR-EGFP intensity; stronger effect = higher value
Dynein cargo inh nuclear GR-EGFP = recorded beside Dynein cargo inh, whose call it bears; z-score; measured here: nuclear GR-EGFP intensity;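 lower value marks the stronger effect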
Dynein cargo inh cell count = also measured in Dynein cargo inh; calls as there; z-score; measured here: cell count per field
An asterisk follows results filed as active; nt = no result given; [ ] = remark or other dose. Cut-off read from the data, not from the text of the source, unless noted: active = inhibition above about 50%; inactive = the rest. Some of the compounds tested. The share of hits here may be higher or lower than overall.

SMILES	NOD2 inhibition	P. falciparum M1AAP	NOD1 NF-kB reporter	GPR55 beta-arrestin	Dynein cargo inh	Dynein cargo inh cytoplasmic EGFP	Dynein cargo inh nuclear GR-EGFP	Dynein cargo inh cell count	AID2073	KOR beta-arrestin-1	KOR beta-arrestin-2	M17LAP inhibition
N#Cc1ccc2ccn(CC(=O)NC3CCCCC3)c2c1	-6%	5%	-19%	-0.4%	0.21	-0.22	-0.026	-0.69	-1%	4.9%	15%	-4%
Cc1cc(=O)oc2cc(OCCCN3C(=O)c4ccccc4C3=O)ccc12	-13%	10%	-20%	-0.1%	-0.43	-0.24	-0.4	0.11	52%	-2.4%	-6%	10%
CC1(C)CC(=O)C2=C(C1)Nc1ccccc1S2	2%	16%	-2%	0.0%	0.19	-0.29	0.22	0.13	-32%	-0.5%	10%	14%
O=C(c1ccco1)N1CCN(C(=O)c2cnn3c2NC(c2cccs2)CC3C(F)(F)F)CC1 (centres undefined)	4%	3%	-16%	-0.1%	-0.4	-0.17	-0.29	0.42	8%	-4.3%	33%	12%
O=C(O)CC1NC(=O)N(C2CCCCC2)C1=O (centres undefined)	-8%	0%	-15%	0.1%	-0.77	-0.3	-0.54	0.7	-8%	-4.2%	6%	-1%
Cc1ccc(F)c(NC(=O)CCOc2ccccc2C)c1	6%	nt	-18%	-0.1%	nt	nt	nt	nt	0%	-1.8%	15%	nt
COc1ccc(OC)c(C2C(C(N)=O)=C(C)Nc3nc(-c4cccc(Cl)c4)nn32)c1 (centres undefined)	5%	3%	-21%	0.2%	0.45	-0.42	0.45	0.74	-1%	1.3%	-23%	6%
CC(C)(C)S(=O)(=O)c1c(C(=O)O)cccc1C(=O)O	-1%	-1%	-7%	-0.2%	2	-0.16	0.76	-1.3	-4%	25%	1%	-2%
O=C(Cc1ccc([N+](=O)[O-])cc1)OCc1c(F)cccc1Cl	-2%	nt	22%	-0.2%	nt	nt	nt	nt	9%	-2.6%	10%[20 µM]	nt
CCOC(=O)CNC(=O)N1CCCC(N(C)CCc2ccccc2)C1 (centres undefined)	-6%	nt	-3%	-0.1%	nt	nt	nt	nt	14%	2.2%	-31%	nt
Cc1cc(C)n2nc(C(=O)N3CCN(c4ccc([N+](=O)[O-])cc4)CC3)nc2n1	11%	11%	-22%	0.5%	2.9	-0.047	1.8	-1.8	-3%	-4.8%	-15%	12%
O=C(O)C(c1ccccc1)C(c1ccccc1)c1ccccc1 (centres undefined)	18%	0%	-33%	0.0%	-0.43	-0.1	-0.49	0.7	17%	-3.6%	-19%	17%
Cc1ccc2nc(N3CCN(c4ccccc4F)CC3)c(C=O)c(=O)n2c1	2%	1%	18%	-0.1%	-0.46	-0.28	-0.041	0.41	-4%	9.1%	-7%	6%
O=C(CCc1ccc(S(=O)(=O)N2CCOCC2)cc1)N/N=C/c1ccc(F)cc1F	11%	4%	-30%	0.3%	-0.45	-0.32	-0.33	1.1	2%	-1.8%	-10%	3%
CCc1ccc2c(c1)C(c1ccc(N3CCOCC3)cc1)=NNC(c1ccncc1)=N2	4%	0%	-24%	-0.1%	0.33	-0.3	-0.21	-1.3	11%	-8.6%	2%[20 µM]	-5%
CN1CCN(Cc2nc3ccccc3c(=O)n2Cc2nc(-c3cccc([N+](=O)[O-])c3)cs2)CC1	-51%	80µM*	-10%	0.5%	-1.1	-0.017	0.14	0.7	-16%	1.5%	-29%	19%
Cn1c2ccccc2c(=O)c2c(=O)n(Cc3ccccc3)c(-c3ccc(F)cc3)nc21	25%	3%	-4%	0.5%	-0.25	-0.26	-0.13	0.03	7%	0.6%	17%	0%
C/C(N)=C(/C#N)C(=O)COC(=O)c1cc(S(=O)(=O)N2CCCCC2)ccc1C	-4%	-1%	-7%	0.2%	0.86	-0.24	0.84	1.8	2%	-2.7%	8%	-13%
CC1(C)S[C@@H]2[C@H](NC(=O)[C@H](C(=O)O)c3ccsc3)C(=O)N2[C@H]1C(=O)O	-5%	0%	-38%	-0.1%	2.9	-0.057	1.7	-0.5	7%	-2.6%	11%	26%
COc1ccccc1C(=O)NCCc1c(C)[nH]c2c(C)ccc(F)c12	7%	-1%	-37%	0.4%	0.81	-0.2	0.79	-1.1	14%	-2.9%	2%	-8%
Cc1cc(N2CCC(C)CC2)nc(-c2ccccc2O)n1	5%	0%	-10%	-0.1%	-0.18	-0.24	-0.49	0.69	-3%	0.9%	9%	-2%
COc1ccc(N2CCCC2)c(NC(=O)c2ccc(Br)o2)c1	10%	nt	-11%	0.2%	nt	nt	nt	nt	-4%	-3.8%	5%	nt
CCOc1ccccc1NC(=O)CCS(=O)(=O)c1ccc(Br)cc1	18%	nt	-7%	-0.2%	nt	nt	nt	nt	17%	-5.6%	7%	nt
O=C(NC1CCCCCC1)C1CCN(S(=O)(=O)c2cccc3cccnc23)CC1	9%	3%	-19%	-0.2%	-0.3	-0.26	-0.15	0.22	2%	2.6%	20%	-4%
COc1ccc2c(c1)C(C)=CC(C)(C)N2S(=O)(=O)c1ccc(C)cc1	-28%	3%	-6%	-0.1%	-0.75	-0.31	-0.27	0.3	-13%	nt	-131%[20 µM]	-2%
COCc1cc(=O)[nH]c(SCCS(=O)(=O)c2ccc(Cl)cc2Cl)n1	-33%	8%	9%	-0.2%	1.9	0.023	0.9	-2.9	-26%	-8.5%	-35%	-2%
Cc1n[nH]c(C)c1N1C(=O)c2cccc3c(N4CCCCCC4)ccc(c23)C1=O	11%	11%	19%	-0.1%	-0.15	4.5	1	-0.75	20%	-0.1%	-27%	0%
Cn1c(=O)c2c(nc(NCCNC(=O)c3ccco3)n2Cc2ccccc2)n(C)c1=O	20%	nt	15%	0.0%	nt	nt	nt	nt	2%	-4.8%	-19%	nt
Cc1cccc(NC(=O)c2c(O)c3cccc4c3n(c2=O)CCC4)n1	-1%	2%	-2%	0.6%	-0.98	-0.34	-0.41	0.64	2%	-2.7%	3%	-7%
Cc1cc(-c2ccccc2)nc(N/N=C/c2ccc([N+](=O)[O-])cc2)n1	16%	5%	-17%	0.1%	1.3	-0.14	0.77	-2.1	3%	17%	-17%	0%
Cc1ccc(N(C(C)C(=O)NCc2ccncc2)S(C)(=O)=O)cc1C (centres undefined)	13%	4%	-48%	0.1%	2.1	0.42	1.2	-2	0%	2.0%	-8%	-4%
CCOc1ccccc1N(C(=O)c1snc(C(N)=O)c1N)C(C(=O)NCc1ccccc1)c1ccc(O)cc1 (centres undefined)	20%	nt	-8%	0.2%	nt	nt	nt	nt	5%	-0.9%	-13%	nt
Cc1c(Cl)c([N+](=O)[O-])nn1CC(=O)NCc1ccco1	9%	1%	-11%	-0.2%	-0.24	-0.24	0.31	0.34	-5%	1.4%	-20%	3%
O=C(Nc1c(C(=O)N2CCOCC2)oc2ccccc12)c1ccccc1Cl	2%	nt	9%	0.3%	nt	nt	nt	nt	2%	7.0%	-45%	nt
CC1(C)C(=O)OC(c2cccn2-c2ccc([N+](=O)[O-])cc2)C2(CCCCC2)C1=O (centres undefined)	-1%	-8%	-25%	0.3%	-0.8	-0.26	-0.4	1	-1%	5.6%	20%	-6%
CC1CN(c2nc3c(c(=O)n(Cc4ccc(Cl)c(Cl)c4)c(=O)n3C)n2C)CC(C)O1 (centres undefined)	11%	11%	29%	-0.1%	0.61	-0.19	0.33	-0.26	-2%	8.1%	-87%	-4%
S=C(Nc1ccc(Cl)cc1)NC1CCN(Cc2ccccc2)CC1	10%	-1%	-6%	-0.2%	0.32	0.58	0.51	-0.42	42%	6.2%	6%	1%
CCc1c(C)[nH]c(C(=O)OCc2ccccc2)c1C	-45%	nt	-20%	-0.1%	1.7	-0.12	1.4	-1.3	1%	nt	-26%[20 µM]	nt
COc1ccc(-c2ccc(C#N)c(SCC(=O)NC3CC3)n2)cc1OC	4%	7%	-10%	-0.2%	-0.0077	-0.24	0.0086	-0.51	31%	-2.1%	3%	-4%
CC(C)N(C(=O)CSc1nnc(Cc2ccc3c(c2)OCO3)n1C)C(C)C	-7%	-2%	-13%	1.1%	0.031	-0.34	0.19	0.39	-20%	1.4%	-22%	-8%
COc1ccc(NC(=O)CSc2nc3ccccc3n2-c2ccccc2)c([N+](=O)[O-])c1	2%	2%	2%	-0.3%	-0.29	-0.26	0.015	0.53	1%	6.2%	-27%	3%
Cc1ccc(NC(=O)CS(=O)CC(=O)Nc2cnc3ccccc3c2)cc1Cl (centres undefined)	10%	nt	17%	-0.1%	nt	nt	nt	nt	-1%	-1.1%	0%	nt
Cn1cc(S(=O)(=O)N2CCCC(C(=O)O)C2)cn1 (centres undefined)	9%	4%	-29%	0.5%	-0.35	0.069	0.31	-0.9	6%	-3.3%	-18%	2%
COc1ccccc1N1CCN(S(=O)(=O)c2cc(-c3cc(C)no3)ccc2C(C)C)CC1	-2%	nt	16%	-0.2%	nt	nt	nt	nt	18%	2.1%	3%	nt
CCC(c1nnnn1Cc1ccccc1)N(Cc1ccco1)Cc1cc2cc(OC)ccc2[nH]c1=O (centres undefined)	-64%	15%	-8%	0.3%	-0.038	-0.15	0.13	-0.85	5%	2.3%	-16%	-10%
Brc1ccc2oc3c(N4CCOCC4)ncnc3c2c1	-11%	5%	-20%	-0.2%	0.18	-0.19	0.53	0.45	4%	-6.4%	5%	4%
CCOC(=O)Cc1csc(NC(=O)CS(=O)(=O)Cc2ccccc2)n1	1%	14%	-4%	-0.2%	0.1	-0.25	-0.58	-0.42	4%	-3.1%	12%	10%
Nc1ncnc2c1ncn2[C@@H]1O[C@H](COP(=O)(O)O)[C@@H](O)[C@H]1O	12%	nt	11%	-0.1%	nt	nt	nt	nt	25%	-0.4%	-26%[20 µM]	nt
